RBX1-CUL1 inh – human ROC1-CUL1 E3 ligase inhibition; P62877+Q13616; in vitro K48 di-Ub FRET, acceptor:donor ratio, 45 min; inhibition, % at 10 µM; hit rate 0.6% among 140,000; AID 1347404; in the data active = inhibition above about 25%
Target sequence (P62877 whole entry, looked up): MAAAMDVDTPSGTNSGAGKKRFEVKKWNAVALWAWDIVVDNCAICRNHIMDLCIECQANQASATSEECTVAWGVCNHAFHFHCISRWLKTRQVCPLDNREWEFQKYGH
Target sequence (Q13616 whole entry, looked up): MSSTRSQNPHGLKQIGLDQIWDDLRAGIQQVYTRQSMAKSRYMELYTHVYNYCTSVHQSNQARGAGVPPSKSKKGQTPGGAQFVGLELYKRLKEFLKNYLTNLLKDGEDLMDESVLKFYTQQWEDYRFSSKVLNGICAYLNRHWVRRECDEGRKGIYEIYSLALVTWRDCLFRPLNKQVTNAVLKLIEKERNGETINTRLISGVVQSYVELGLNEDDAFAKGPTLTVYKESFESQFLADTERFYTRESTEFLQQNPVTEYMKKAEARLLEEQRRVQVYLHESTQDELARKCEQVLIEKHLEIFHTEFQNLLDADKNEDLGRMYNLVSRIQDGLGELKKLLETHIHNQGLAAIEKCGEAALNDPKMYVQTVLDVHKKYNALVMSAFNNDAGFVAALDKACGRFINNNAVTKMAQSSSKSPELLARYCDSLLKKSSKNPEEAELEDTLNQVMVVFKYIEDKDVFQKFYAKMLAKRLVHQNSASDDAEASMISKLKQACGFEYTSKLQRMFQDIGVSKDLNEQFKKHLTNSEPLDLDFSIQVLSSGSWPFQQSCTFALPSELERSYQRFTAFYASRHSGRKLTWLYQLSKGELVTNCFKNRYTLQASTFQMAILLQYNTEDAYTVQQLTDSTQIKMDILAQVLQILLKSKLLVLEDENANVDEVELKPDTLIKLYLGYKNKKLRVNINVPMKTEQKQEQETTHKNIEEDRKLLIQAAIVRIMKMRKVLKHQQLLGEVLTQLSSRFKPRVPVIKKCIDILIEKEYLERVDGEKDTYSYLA
* hit, by the source's call.

nr	compound	RBX1-CUL1 inh
1	O=C(c1ccc2c(c1)OCO2)C1CCCN(C(=O)c2scc3c2CCCC3)C1 (stereo unspecified)	-0.4
2	CS(=O)(=O)c1ccccc1-c1nnc(NC(=O)c2ccc3c(c2)OCCO3)o1	6.8
3	COC(=O)C1=Nc2nnnn2C(c2cccc(F)c2)C1C(=O)c1ccccc1 (stereo unspecified)	3.2
4	Cc1ccc2occ(CC(=O)N(Cc3ccc(N(C)C)cc3)C3CCS(=O)(=O)C3)c2c1 (stereo unspecified)	4.9
5	CCOC(=O)c1c(NC(=O)Cn2nc(C)c([N+](=O)[O-])c2C)sc2c1CCC(C)C2 (stereo unspecified)	2.1
6	CCc1ccc(NC(=O)CN2C(=O)C(c3ccc(C)cc3)=NC23CCCCC3)cc1	4.7
7	Cc1nnc(N2CCN(c3ccccc3F)CC2)c2c1nnn2Cc1ccccc1Cl	2.9
8	CC(=O)N1CCCc2cc(S(=O)(=O)N3CCN(c4ccccc4F)CC3)ccc21	6.6
9	COc1ccccc1NC(=O)c1oc2ccccc2c1NC(=O)c1ccccc1C(F)(F)F	6.1
10	O=C(NCCCn1cccn1)C1CCCN(C2CCN(Cc3ccccc3)CC2)C1 (stereo unspecified)	9.1
11	CCn1c(SCC(=O)Nc2ccc(C)cc2C)nnc1C(C)Oc1ccccc1 (stereo unspecified)	8.6
12	Cc1nc2ccn(Cc3ccccc3)c(=O)c2cc1C(=O)N1CCN(c2ccc(F)cc2)CC1	-20.7
13	Cn1nnc2c(NCc3ccc(Cl)cc3)ncnc21	-7.1
14	Cc1ccc(NC(=O)c2sc3nc4c(cc3c2N)CCC4)c(Br)c1	0.1
15	Nn1c(SCc2ccc(OC(F)(F)C(F)F)cc2)nnc1-c1ccccc1	6.9
16	Cc1cc(Cl)nc(SCC(=O)c2ccc(Cl)cc2)n1	0.5
17	c1ccc(Cn2cnc3ccccc32)cc1	-0.7
18	O=S(=O)(NCC(c1ccco1)N1CCN(c2ccc(F)cc2)CC1)c1cc(F)ccc1F (stereo unspecified)	-2.9
19	CCS(=O)(=O)NCCC(c1ccccc1)c1ccccc1	-3.3
20	Cc1cc(C)nc(SCCC(=O)N2CCCCC2)n1	5.6
21	O=C1Cc2ccccc2Sc2sccc21	10.2
22	COc1ccccc1C1CN(CCNC(=O)CC2NC(=O)c3ccccc32)Cc2ccccc2O1 (stereo unspecified)	-0.9
23	O=C(C1CCC1)N1CCc2onc(-c3ccc(F)c(F)c3)c2C1	-0.1
24	COc1ccc(OC)c(NC(=O)c2cc3c(=O)n4cccc(C)c4nc3n2C)c1	-5.6

A second format for some results above.
23. O=C(C1CCC1)N1CCc2onc(-c3ccc(F)c(F)c3)c2C1
  RBX1-CUL1 inh = -0.1
20. Cc1cc(C)nc(SCCC(=O)N2CCCCC2)n1
  RBX1-CUL1 inh = 5.6
13. Cn1nnc2c(NCc3ccc(Cl)cc3)ncnc21
  RBX1-CUL1 inh = -7.1

Returning to the listing with the 2 entries that preceded the break.
nr	compound	RBX1-CUL1 inh
23	O=C(C1CCC1)N1CCc2onc(-c3ccc(F)c(F)c3)c2C1	-0.1
24	COc1ccc(OC)c(NC(=O)c2cc3c(=O)n4cccc(C)c4nc3n2C)c1	-5.6
25	O=C(NCC(c1cccnc1)N1CCN(Cc2ccccc2)CC1)C(=O)Nc1cccc(F)c1 (stereo unspecified)	-6.7
26	Cc1ccc(C)c(NS(=O)(=O)c2ccc(C)c([N+](=O)[O-])c2)c1	-5.2
27	CCOC(=O)c1c(NC(=O)c2cc(-c3ccc(OC)cc3)on2)sc(C)c1C	-3.8
28	COc1ccc(Nc2cc(C(=O)NCCCN(C)C3CCCCC3)c3ccccc3n2)cc1	-2.4
29	CC(=O)NS(=O)(=O)c1ccc(NC(=O)c2ccc(-c3ccccc3)cc2)cc1	7.8
30	COc1ccc(-c2nn(CC(=O)NCc3ccccc3)c3c2cnc2ccc(F)cc23)cc1	0.4
31	O=C(Nc1cc(Cl)ccc1Cl)C12CC3CC(CC(Br)(C3)C1)C2	5.2
32	Cc1cccc(NS(=O)(=O)Cc2cccc(Cl)c2)c1	3.7
33	Cc1cccc(N(C)C(=O)Cn2cnc3nc4c(cc3c2=O)CCCC4)c1	-2.5
34	COCCC(=O)NCc1cccnc1N1CCCC(O)C1 (stereo unspecified)	-3.9
35	Cc1cc(C)cc(NC(=O)N2CCN(C)c3ncccc32)c1	-0.4
36	CCCOc1cc(S(=O)(=O)n2cccn2)ccc1Cl	9.9
37	O=C1OC2(C(=O)O)C3C4CC5C6C4C2C6C1(O)C53 (stereo unspecified)	1.2
38	CC(C)C(C(=O)Nc1nc(-c2ccc(Br)cc2)cs1)N1C(=O)c2ccccc2C1=O (stereo unspecified)	3.7
39	O=C(O)c1cn(C2CC2)c2cc(N3CCOCC3)c(F)cc2c1=O	3.7
40	Cc1cc(C)cc(NC(=O)Nc2nnc(N(C)C3CCCCC3)s2)c1	13.3
41	C(=C(c1ccccc1)c1ccccc1)c1cccc2ccccc12	-8.7
42	Cc1ccccc1C(=O)NC1(C(F)(F)F)C(=O)N=C2C1C(=O)NC(=O)N2CCc1ccccc1 (stereo unspecified)	0.7
43	CC(C)CC(C(=O)NCCc1ccccc1)N1Cc2ccccc2C1=O (stereo unspecified)	3.9
44	CC(C)c1ccc(NC(=O)CN(C)S(=O)(=O)c2ccc(Br)cc2)cc1	5.6
45	COc1cccc(N=C2CC(c3ccc(C(C)C)cc3)N(c3cccc(OC)c3)C2=O)c1 (stereo unspecified)	13.9
46	O=C(NCCN1CCCCC1)c1ccc(Cn2c(SCc3ccccc3)nc3cccnc32)cc1	-1.5
47	CCN(CC)CCn1c(-c2ccccc2)csc1=Nc1ccccc1	8.1
48	Cc1ccc(C)c(NC(=O)Cn2c(=O)oc3cc(S(=O)(=O)NCc4ccccc4)ccc32)c1	12.4
49	CCn1c(SCc2ccccc2F)nc(=O)c2c(C(=O)OC)cc(C3CC3)nc21	-4.7
50	O=C(CN1C(=O)COc2ccc(S(=O)(=O)N3CCOCC3)cc21)N1CCN(c2ccccc2F)CC1	6.7
51	O=C(c1cn[nH]c1)N1CCCC(Cn2cc(Cc3ccccc3)nn2)C1 (stereo unspecified)	1.3
52	COc1ccc(-n2ncc(C(=O)NCc3ccc4c(c3)OCO4)c2C2CCN(C(=O)OC(C)(C)C)CC2)cc1	-7.7
53	CC(C)(C)c1[nH]nc2c1C(c1ccncc1)C(C#N)C(=N)O2 (stereo unspecified)	8.1
54	Cc1cnnn1-c1ccc(NC(=O)c2nnn(-c3ccccc3Cl)c2C)cc1	-0.6
55	O=C1N(Cc2ccccc2F)CCCC1(O)CNCc1ccccn1 (stereo unspecified)	-11.7
56	O[C@@H]1CN(Cc2cnn(-c3cccc(Cl)c3)c2)CC[C@H]1N1CCOCC1	-0.8
57	O=c1[nH]c(-c2ccccn2)nc2sc3c(c12)CCC3	9.2
58	COCCNC(=O)CCn1nc(-c2ccc(Cl)cc2)c2ccccc2c1=O	1.5
59	COc1ccccc1NC(=O)C1C(C)=Nc2nc(-c3ccco3)nn2C1c1ccccc1 (stereo unspecified)	1.4
60	COC(=O)c1cc2c(cc1NC(=O)c1c(C)nn(-c3ccc(C)cc3)c1-n1cccc1)OCO2	2.2
61	CCC(C)(C)NC(=O)C(NS(=O)(=O)c1cccs1)c1ccccc1 (stereo unspecified)	2.2
62	Cc1nc2ccccc2n1C(=O)c1ccccc1Cl	6.3
63	CN(C)C(=S)N=C1SC(=Nc2ccccc2)C(=Nc2ccccc2)N1c1ccc([N+](=O)[O-])cc1	3.2
64	CC1(C)CCC[C@]2(C)[C@H](O)C=CC[C@@H]12	0.4
65	COc1ccc2cc(Br)ccc2c1CC(=O)Nc1cc(C)ccn1	3.6
66	CCCCC(CC)C(=O)NC1CCCCC1 (stereo unspecified)	-7.1
67	O=C(Nc1ccc(Cl)c(Cl)c1)c1cc(-c2cccs2)nc2ccccc12	5.1
68	COc1ccc(CN2CCOc3ccc(CN4CCOCC4)cc3C2)cc1	-5.2
69	Cc1ccc(C23CC(C)N(C(=O)c4ccccc4)c4ccccc4N2C(=O)C3Cl)cc1 (stereo unspecified)	6.6
70	CC1=NN(C(N)=S)C(=O)C1N=Nc1ccc(Br)cc1 (stereo unspecified)	2.0
71	Cc1c(NS(=O)(=O)c2ccccc2)cc(C(C)C)c(O)c1S(=O)(=O)c1ccc(Cl)cc1	-4.2
72	CCC(C)C(=O)Nc1ccc(NC(=O)c2cccs2)cc1 (stereo unspecified)	-10.6
73	COc1ccc(NC(=S)Nc2cc(OC)c(Cl)cc2OC)c(OC)c1	-0.9
74	CCc1sc(C(=O)N2CCCN(C)CC2)cc1Br	-3.2
75	COc1ccc(NC(=O)Nc2cc(-c3cn4cccnc4n3)ccc2C)cc1	-6.9
76	COc1ccc(OC)c(NC(=O)CCC(=O)Nc2cc(OC)ccc2OC)c1	-3.0
77	CCOC(=O)CNC(=O)Nc1cc(C(=O)NCc2ccccc2OC)ccc1N1CCCC1	-3.1
78	CCSc1nnc(N2C(=O)c3ccc(C(=O)c4ccc(C(=O)O)cc4)cc3C2=O)s1	7.5
79	O=C(NCC1CCCO1)c1cccc(Cl)c1Cl (stereo unspecified)	9.3
80	O=C(c1ccccc1Cl)N1N=C(c2ccccc2)CC1c1ccco1 (stereo unspecified)	1.8
81	CCCC(=O)Oc1c(Sc2ccc(C)cc2)c(C)nn1-c1ccccc1	0.7
82	CC1=Nc2ncnn2C(c2ccncc2)C1C(=O)Nc1ccc(Cl)cc1 (stereo unspecified)	0.3
83	CCN1C(=O)c2ccccc2Sc2ccc(NC(=O)COc3ccc(Cl)cc3)cc21	-4.5
84	Cc1cc(C)nc(SC(C)C(=O)NC2CCCCC2)n1 (stereo unspecified)	5.3

New compounds follow
nr	compound	RBX1-CUL1 inh
85	Cc1ccc(Cl)cc1N1CCN(c2nc3ccccc3c3nc(-c4cccnc4)nn23)CC1	9.4
86	CC(=O)Oc1ccc(C(=O)Nc2ccccc2[N+](=O)[O-])cc1	-2.7
87	O=C(c1cccs1)c1conc1C(=O)c1cccs1	3.5
88	CCOC(=O)C(C(C)=O)C1=C(Br)C(=O)C(=O)c2ccc(Br)cc21 (stereo unspecified)	48.2*
89	CCCn1c(=O)c2sccc2n2c(CCCC(=O)Nc3cccc(CC)c3)nnc12	-11.6
90	CCCCCCN1C(=O)/C(=C/c2cccs2)N(C)C1=S	10.2
91	COc1ccc(C2c3c(n[nH]c3-c3ccc(CC(C)C)cc3)OC(=N)C2C#N)cc1OC(=O)N1CCOCC1 (stereo unspecified)	10.7
92	O=S(=O)(Nc1cccc2ccccc12)c1ccc(Br)s1	4.8
93	CC1=Nc2nc(SCc3ccccc3F)nn2C(c2ccc(C)cc2)C1C(N)=O (stereo unspecified)	-0.3
94	COc1ccc(-c2csc(=Nc3ccc(OC(F)F)cc3)n2CCO)cc1	-10.5
95	CCCc1ccc(OCC(=O)Nc2c(C)cccc2CC)cc1	3.6
96	CCC(C)NC(=O)C1CCN(S(=O)(=O)c2cc(F)ccc2OC)CC1 (stereo unspecified)	2.9
97	COc1ccc(C(O)c2coc3ccc(OC)cc23)cc1 (stereo unspecified)	-6.2
98	Cc1ccc(C2(c3noc(CN4CCC(N5CCNC(=O)CC5)CC4)n3)CCCC2)cc1	3.3
99	FC(F)(F)COc1nc(N2CCN(Cn3nnc4ccccc43)CC2)nc(N(c2ccccc2)c2ccccc2)n1	3.5
100	CC(=O)N/N=C(/C)C1COc2ccccc2O1 (stereo unspecified)	3.3
101	CCOC(=O)c1cnn(-c2cc(Oc3cccc(C)c3)ncn2)c1N	-6.7
102	N=c1n(CCO)c2ccccc2n1Cc1ccccc1F	15.2
103	C=CCc1c(C)nc(N2CCN(c3ccc(F)cc3)CC2)[nH]c1=O	7.0
104	CCC1CCCCN1S(=O)(=O)c1ccc2c(c1)CCCN2C(C)=O (stereo unspecified)	-3.5
105	CCOc1cc(/C=C2/C(=N)N3C=C(C)SC3=NC2=O)ccc1OS(C)(=O)=O	-1.5
106	COC(=O)c1ccc(-c2c(Cl)nc(NCc3ccccc3OC)c(=O)n2-c2ccccc2)cc1	-8.1
107	COc1ccc(N2CC(C)Cn3c2nc2c3c(=O)n(C)c(=O)n2C)cc1 (stereo unspecified)	10.9
108	CCOC(=O)c1c(NC(=O)CSc2nnc(C)s2)sc2c1CCCC2	4.1

Copied from the list.
Entry of compound 106 under RBX1-CUL1 inh: -8.1
Entry of compound 97 under RBX1-CUL1 inh: -6.2
Entry of compound 99 under RBX1-CUL1 inh: 3.5

(further entries)
nr	compound	RBX1-CUL1 inh
109	N#CC1=C(S)N(C2OC(CO)C(O)C(O)C2O)C2=C(CCCC2)C1c1ccc(Cl)cc1 (stereo unspecified)	-7.4
110	O=C(CCc1cccs1)NC1CCCc2nc(-c3cccnc3)ncc21 (stereo unspecified)	5.3
111	Cc1ccccc1NC(=O)c1c(NC(=O)c2cccs2)sc2c1CCC(C)C2 (stereo unspecified)	6.7
112	CN(C)CCCOc1cccc(CN2CC[C@@H](N3CCC(O)CC3)[C@H](O)C2)c1	-7.6
113	CC(=O)N=C1C(=O)c2ccccc2C(=O)C1N1CCN(C(=O)c2ccco2)CC1 (stereo unspecified)	-15.3
114	Fc1ccc(C2(c3noc(C4=CCCCC4)n3)CCOC2)cc1 (stereo unspecified)	12.0
115	CCCCCCSc1nnc(-c2ccc(Br)cc2)o1	9.9
116	COc1ccc(-c2onc(C)c2C)cc1S(=O)(=O)N1CCN(c2ccc(Cl)cc2)CC1	-0.2
117	COC(=O)[C@@H]1CCCN1Cc1cn[nH]c1-c1ccc2c(c1)OCO2	2.1
118	COc1cccc(OCC(O)CNc2nncc(-c3cccc(OC)c3)n2)c1 (stereo unspecified)	-2.1
119	CCOCC(=O)Nc1nnc(SCC)s1	12.4
120	CN1CCC2(CCCN(Cc3cccc(F)c3F)C2)C1 (stereo unspecified)	-3.1
121	COc1cccc(CNC(=O)CSc2nc3ccccc3nc2Cc2ccccc2)c1	5.1

Screens (PubChem)

An excerpt. The share of hits here may be higher or lower than overall.
